HT1080 IDH1KD tx: qHTS for induction of synthetic lethality in tumor cells producing 2HG: qHTS for the HT-1080-IDH1KD cell line. Potency, µM (titrated, usually from 46.1 µM), for inactives: at the highest dose activity, negative = toxicity, usual class: cytotoxic. 2% of 360,000 active. HT-1080 IDH1 knockdown viability, ATP luminescence, 48 h;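 also: potency is read from the fitted curve at half-maximal effect; 0% = DMSO wells and -100% = cell-free medium wells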
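Assay cells: HT-1080 with IDH1 knockdown, 750 per well, RPMI/5% FBS. Exposure: 48 h at 37 °C following 2 h pre-incubation. Read: CellTiter-Glo luminescence; fitted concentration-response, curve class assigned.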
IL1B secr inh: qHTS for Inhibitors of Inflammasome Signaling: IL-1-beta AlphaLISA Primary Screen; THP-1 LPS/ATP IL-1B secretion, AlphaLISA, 16 h; active compounds read low; activity change, % at 57.5 µM; 4.7% of 360,000 active; AID 743279, 2014; in the data active = activity change below about -50%; inconclusive = mostly about -30% to -49%; also: % is scaled to controls: 0 for no effect and ±100 for the full control effect
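THP-1 cells pretreated 1 hr with compounds (up to 57.5 uM final), then stimulated with LPS (250 ng/mL final) plus ATP (1.25 mM final); secreted IL-1B measured by AlphaLISA after 16 hr, decreased signal indicating inhibition.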
HEK293 tox: qHTS of GLP-1 Receptor Inverse Agonists: Cytotox Screen; HEK293 cAMP-luciferase reporter cells, luminescence, 24 h; Potency, µM (top dose mostly 38.3 µM), for inactives: at the top dose activity change, negative = inhibition, actives largely listed as inhibitors; 0.13% of 410,000 active; AID 624418, 2012;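 also: loss of luciferase light is scored as toxicity; potency is read from the fitted curve at half-maximal effect; % is scaled to controls: 0 for no effect and ±100 for the full control effect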
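MLSMR compounds, 24 hr on cells at 37 deg C/5% CO2; luminescence after luciferase reagent (12 min RT). Inhibition counted as the undesired cytotoxic outcome.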
D3 ag: qHTS of D3 Dopamine Receptor Agonist: qHTS | D3R DiscoveRx beta-arrestin cells, luminescence, 90 min | AID 652048, 2013 | 0.58% of 410,000 active | max activation, %; in the data active = max activation above about 30%; also: 0% is about no effect; mostly tested at two doses, the higher about 12 µM
Target sequence (P35462 whole entry, looked up): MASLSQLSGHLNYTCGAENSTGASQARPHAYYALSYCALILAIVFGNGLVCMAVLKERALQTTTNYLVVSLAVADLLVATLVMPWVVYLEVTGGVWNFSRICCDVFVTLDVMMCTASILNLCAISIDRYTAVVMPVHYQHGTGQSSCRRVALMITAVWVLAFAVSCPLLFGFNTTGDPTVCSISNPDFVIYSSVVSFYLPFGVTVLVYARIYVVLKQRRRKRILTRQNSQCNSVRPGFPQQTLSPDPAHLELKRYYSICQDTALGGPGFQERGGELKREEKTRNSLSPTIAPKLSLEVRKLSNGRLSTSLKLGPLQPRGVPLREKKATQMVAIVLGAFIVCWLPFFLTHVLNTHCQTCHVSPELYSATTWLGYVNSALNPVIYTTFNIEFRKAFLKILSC
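Cells at 1500/well, incubated overnight, then treated with pinned compounds (dopamine as control) for 90 min at 37 degrees C. DiscoveRx reagent added for 30 - 60 minutes at room temperature; luminescence read.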
HT1080-NT tox: qHTS for induction of synthetic lethality in tumor cells producing 2HG: qHTS for the HT-1080-NT fibrosarcoma cell line; HT-1080-NT fibrosarcoma viability, CellTiter-Glo ATP luminescence, 48 h; Potency, µM (titrated, usually from 46.1 µM), for the others: at the top dose activity, negative = less viability, most hits filed as cytotoxic; 1.6% of 360,000 active; AID 686970, 2013;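 also: NT is the 2HG producing partner of a matched IDH1 knockdown line; potency is read from the fitted curve at half-maximal effect; 0% = DMSO-treated cells and -100% = media-only wells without cells; nearly all actives have a fitted effect of over 55% in size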
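Viability of the 2HG-overproducing fibrosarcoma line after 48 hours of compound exposure at 37 degrees C was determined by luminescence with CellTiter-Glo, and concentration-effect curves were then fitted and categorized.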
SW480 rerep: A quantitative high throughput screen for small molecules that induce DNA re-replication in SW480 colon adenocarcinoma cells. AID 624297, 2012. 1.8% of 340,000 active. Potency, µM (titrated, usually from 46.1 µM), for inactives: at the top dose re-replication activation, most hits filed as activators. SW480 DNA re-replication, Hoechst DNA content imaging, 48 h; also: potency is read from the fitted curve at half-maximal effect; % of control where 0% means no effect; nearly all actives have a fitted effect of over 55% in size
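Hoechst fluorescence of nuclei (405 nm excitation, 500-530 nm emission) measured by plate-scanning imager after 48 hr compound exposure at 37 C; re-replication scored as increased number of nuclei with elevated intensity.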
MCF10A rereplic: A quantitative high throughput screen for small molecules that induce DNA re-replication in MCF 10a normal breast cells. MCF 10A DNA re-replication, Hoechst nuclear intensity, 48 h. Potency, µM (series often up to 46.1 µM), for the others: top-dose activity, positive = re-replication, most hits filed as activators. 2.9% of 350,000 active; also: potency is read from the fitted curve at half-maximal effect; % of control where 0% means no effect; nearly all actives have a fitted effect of over 50% in size
KB-3-1 cytotox: qHTS assay for MDR1-selective chemotherapeutics: Primary screen using the parental adenocarcinoma cell KB-3-1; KB-3-1 viability, CellTiter-Glo ATP luminescence, 72 h; Potency, µM (titrated, usually from 46.1 µM), for inactives: at the top dose activity change, negative = cytotoxic, actives largely listed as cytotoxic; 1.4% of 400,000 active; also: potency is read from the fitted curve at half-maximal effect; % is scaled to controls: 0 for no effect and ±100 for the full control effect; nearly all actives have a fitted effect of over 60% in size
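Viability of parental KB-3-1 cells, measured by CellTiter-Glo luminescence, followed a 72 h incubation at 37 °C with pinned compounds in phenol-red-free DMEM containing 10% FBS.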
KB-V1 MDR tox: qHTS assay for MDR1-selective chemotherapeutics: Primary screen using the drug-selected MDR subline cells KB-V1 | 3.4% of 400,000 active | KB-V1 MDR cells viability, CellTiter-Glo, 72 h | Potency, µM (series often up to 46.1 µM), for the others: at the highest dose activity change, negative = cytotoxicity, usual class: cytotoxic; also: potency is read from the fitted curve at half-maximal effect; % is scaled to controls: 0 for no effect and ±100 for the full control effect; nearly all actives have a fitted effect of over 60% in size
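qHTS viability screen in drug-selected KB-V1 MDR cells: 72 h compound treatment at 37 degrees C, ATP luminescence end point.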
* hit, by the source's call; ? = inconclusive; nt = not tested or not shown; & = joins results of further samples; [ ] = dose if it differs, or a comment. Unless noted, calls follow the shape of the dose curve; as a rule, active = well fitted curve in the direction sought with a large enough effect; inconclusive = small, poorly fitted or top-dose-only effect, or another doubt; inactive = no such curve, though single readings can be large; an effect the other way counts as inactive or inconclusive.

SMILES | HT1080 IDH1KD tx | IL1B secr inh | HEK293 tox | D3 ag | HT1080-NT tox | SW480 rerep | MCF10A rereplic | KB-3-1 cytotox | KB-V1 MDR tox
Cc1ccc(CC(=O)N/N=C/c2ccc3c(c2)OCO3)cc1 | -11% | 21 | 0% | -4 | -16% | -6% | -4% | -12% | -21%
O=C(CSc1nc2ccccc2[nH]1)N/N=C/c1ccco1 | -11% | -4 | 11% | 20 | -6% | ? | 2% | -3% | 6%
CCOC(=O)c1cc(C#N)c(SC(C)C(=O)NC2CCCCC2)nc1C (stereo unspecified) | 0% | 13 | 7% | 1 | 8% | -3% | 1% | 11% | 6%
CS(=O)(=O)N(CC(=O)NCc1ccc2c(c1)OCO2)c1cccc(Cl)c1 | 2% | -20 | -9% | 5 | -3% | -11% | 0% | 12% | 8%
O=C(CN(Cc1ccc(Cl)cc1)S(=O)(=O)c1ccccc1)NCC1CCCO1 (stereo unspecified) | -5% | -5 | 7% | -2 | 0% | 2% | -21% | nt | nt
O=C(O)CCN1c2cccc3cccc(c23)S1(=O)=O | 1% | 20 | 31%[activator] | 6 | 0% | -6% | 11% | ? | ?
Cc1ccc(-c2nn(CC(=O)NC3CCCCC3)c3c2cnc2ccc(F)cc23)cc1C | nt | nt | 21% | -18 | nt | nt | nt | 0% | -2%
COc1cc(/C=C(\C#N)c2ccccn2)ccc1OCC(=O)Nc1cccc(C(F)(F)F)c1 | -6% | -7 | 21% | -6 | -3% | 2% | ? | 4% | 0%
COc1ccc(OC)c(NC(=O)C2COc3ccccc3O2)c1 (stereo unspecified) | 2% | -11 | -4% | -2 | -1% | 0% | 20% | ? | -13%
NC(=O)CC[C@H](NC(=O)c1ccc(F)cc1)C(=O)OCC(=O)NCc1ccc2c(c1)OCO2 | 6% | 9 | -5% | 9 | 6% | -3% | -2% | 13% | 12%
Cc1nn(-c2ccccc2)c(C)c1C(=O)NCCc1ccccc1 | 18% | -26 | 3% | -4 | 3% | 0% | 16% | -3% | ?
Cc1ccccc1-c1nc(CNC(=O)NC2CCCCC2)c(C)o1 | nt | nt | 6% | 1 | nt | nt | nt | -1% | 17%
COc1ccc(CCNC(=O)CN(C)S(=O)(=O)c2cccc3nsnc23)cc1OC | 7% | 9 | -9% | 7 | 5% | 0% | -6% | -2% | -5%
CN(CC(=O)Nc1ccc(F)c(F)c1F)C(=O)C1CCC1 | 21% | 12 | -5% | 0 | 17% | -11% | ? | 12% | 14%
CC(=O)Nc1ccc(N(C(=O)c2ccco2)C(C(=O)NC2CCCC2)c2cccs2)cc1 (stereo unspecified) | -2% | -10 | 3%[0.307 µM] | -2 | 4% | -4% | 0% | -5% | 4%
CC1=CC(C)(C)Nc2ccc(OC(=O)c3cccnc3)cc21 | ? | -98* | 51%[activator] | -3 | ? | 3.7µM* | 2.6µM* | ? | ?
C#CCOCCOCCOCCNc1nc(N2CCOCC2)nc(N2CCN(C(=O)CCCCCCCCCCNC(=O)Cn3cc(CCCCCN)nn3)CC2)n1 | -3% | -28 | 13% | -42 | 3% | -4% | 23% | 0% | 0%
N#Cc1ccc(Nc2nc(-c3ccccc3)cs2)cc1 | ? | -6 | -14% | 1 | ? | nt | nt | -1% | 12%
N=c1sccn1CC(=O)Nc1ccc(S(=O)(=O)N2CCOCC2)cc1 | 6% | -7 | ? | 3 | 12% | ? | -28% | 8% | ?
CC(=O)NCc1ccc(S(=O)(=O)N2CCN(S(=O)(=O)c3ccc4ccccc4c3)CC2)cc1 | -26% | -4 | -8% | 13 | -18% | 19% | ? | 7% | 8%
O=C(NCc1ccc2c(c1)OCO2)C1CC(c2cccc(Br)c2)=NO1 (stereo unspecified) | 9% | 4 | -27% | -3 | 6% | -11% | 12µM* | 1% | 3%
COc1cc(C(N)=O)cc(Br)c1OC | 9% | 10 | -15% | -2 | 9% | -10% | 17% | 22% | 0%
COc1cc(NC(=O)c2c(F)cccc2F)nc(OC)n1 | -7% | -16 | 4% | -10 | -4% | ? | ? | -2% | 8%
CCCCCC(N)=O | 9% | 32 | 1% | 8&9 | 13% | 4%&0% | -7%&2% | 0% | 0%
CCC(Sc1nc2cc(OC)c(OC)cc2c2nc(-c3ccccc3)nn12)C(=O)Nc1cccc(C)c1 (stereo unspecified) | nt | nt | 1% | -10 | nt | nt | nt | 15% | 30%

4 entries drawn at random from the list so far, as already listed:
SMILES | HT1080 IDH1KD tx | IL1B secr inh | HEK293 tox | D3 ag | HT1080-NT tox | SW480 rerep | MCF10A rereplic | KB-3-1 cytotox | KB-V1 MDR tox
Cc1ccc(CC(=O)N/N=C/c2ccc3c(c2)OCO3)cc1 | -11% | 21 | 0% | -4 | -16% | -6% | -4% | -12% | -21%
CN(CC(=O)Nc1ccc(F)c(F)c1F)C(=O)C1CCC1 | 21% | 12 | -5% | 0 | 17% | -11% | ? | 12% | 14%
O=C(CSc1nc2ccccc2[nH]1)N/N=C/c1ccco1 | -11% | -4 | 11% | 20 | -6% | ? | 2% | -3% | 6%
CC1=CC(C)(C)Nc2ccc(OC(=O)c3cccnc3)cc21 | ? | -98* | 51%[activator] | -3 | ? | 3.7µM* | 2.6µM* | ? | ?

3 successive entries out of the list so far, quoted:
SMILES | HT1080 IDH1KD tx | IL1B secr inh | HEK293 tox | D3 ag | HT1080-NT tox | SW480 rerep | MCF10A rereplic | KB-3-1 cytotox | KB-V1 MDR tox
COc1ccc(CCNC(=O)CN(C)S(=O)(=O)c2cccc3nsnc23)cc1OC | 7% | 9 | -9% | 7 | 5% | 0% | -6% | -2% | -5%
CN(CC(=O)Nc1ccc(F)c(F)c1F)C(=O)C1CCC1 | 21% | 12 | -5% | 0 | 17% | -11% | ? | 12% | 14%
CC(=O)Nc1ccc(N(C(=O)c2ccco2)C(C(=O)NC2CCCC2)c2cccs2)cc1 (stereo unspecified) | -2% | -10 | 3%[0.307 µM] | -2 | 4% | -4% | 0% | -5% | 4%

(listing goes on)
SMILES | HT1080 IDH1KD tx | IL1B secr inh | HEK293 tox | D3 ag | HT1080-NT tox | SW480 rerep | MCF10A rereplic | KB-3-1 cytotox | KB-V1 MDR tox
CCNS(=O)(=O)c1ccc(CCC(=O)N2CCN(c3ccc(OC)cc3)CC2)cc1 | 10% | 5 | 13% | -7 | 8% | -7% | 5% | 3% | -8%
Cc1ccc(OCc2nnc(SCC(=O)c3ccccc3)n2-c2ccccc2)cc1 | ? | -56* | -25% | 0 | ? | 30% | ? | -12% | -28%
N#C/C(=C\c1cn(CC(=O)N2CCCC2)c2ccccc12)C(=O)NCc1ccc2c(c1)OCO2 | 1% | -18 | 6% | -1 | 18% | -4% | ? | 6% | 14%
Cc1cc2ccccc2n1CCNC(=O)c1ccc(F)cc1 | nt | nt | -3% | -15 | nt | nt | nt | 0% | 0%
COc1cc(C)c(/C=C(\C#N)C(=O)Nc2cccc(C)c2)cc1C(C)C | -2% | -7 | -2% | -37 | -3% | -2% | 21µM* | 4% | 0%
COc1ccc2nc(-c3ccccc3)cc(C(=O)N3CCC3)c2c1 | -8% | -18 | 2% | -6 | -1% | -4% | ? | -3% | 9%
COC(=O)C1=CN(c2ccc(OC)cc2)C=C(C(=O)OC)C1c1cccc(F)c1 | 13% | 8 | 99%[activator] | 10 | 7% | 24% | 1% | 1% | 3%
CCC(C)(C)NC(=O)C(c1ccc(C)cc1)N(Cc1cccs1)C(=O)c1ccc2c(c1)OCCO2 (stereo unspecified) | ? | -16 | -29% | -21 | ? | -1% | -3% | 1% | 18µM*
COc1ccc(F)cc1S(=O)(=O)NCCc1c(C)[nH]c2c(Cl)cccc12 | nt | nt | 6% | 3 | nt | nt | nt | 3% | -6%
COc1ccc2c(c1OC)C(=O)N1c3ccccc3SC21 (stereo unspecified) | 0% | -5 | 3% | -7 | -1% | 2% | ? | 0% | ?
Cc1noc(C)c1CSc1nnc2scc(-c3ccc(Cl)cc3)n12 | 5% | -3 | -14% | -1 | 2% | -8% | 13% | 1% | ?
Nc1nc(Nc2cccc(Cl)c2)nc(NCCO)c1[N+](=O)[O-] | -15% | 24 | 0% | -5 | -1% | ? | 25% | -4% | -16%
CCCCCCNc1nc2c(c(=O)n(C)c(=O)n2C)n1Cc1cccc(C)c1 | nt | nt | -12% | -5 | nt | nt | nt | ? | ?
O=C(Oc1cccnc1)c1ccc([N+](=O)[O-])cc1Cl | -6% | -20 | 0% | 0 | 2% | -3% | -1% | 1% | 0%
COCCOC(=O)C1=C(C)N=C2SCCC(=O)N2C1c1ccc(OCc2ccccc2)c(OC)c1 (stereo unspecified) | nt | nt | 2% | 7 | nt | nt | nt | -2% | -17%
COc1cccc(C(=O)Nc2ccc(-c3nc4ccccc4s3)cc2Cl)c1 | nt | nt | 16% | 2 | nt | nt | nt | 4% | 3%
CCN(CC(=O)NCc1cccs1)S(=O)(=O)c1ccc(C(C)C)cc1 | -1% | -4 | 7% | 4 | -1% | 14% | 16% | -2% | -4%
O=C(COc1ccc(Cl)cc1Cl)NCCSc1ccc(Cl)cc1 | -5% | 2 | -7% | -1 | -20% | ? | ? | 1% | 12%

Compound activity from PubChem BioAssay.
